High-throughput results: PubChem BioAssay, several laboratories
aDG glyco up = increases alpha dystroglycan glycosylation | Pro5-aDG cells, alpha-DG glycosylation AlphaScreen (IIH6); 0% Pro5, 100% B10-LARGE cell signal | activation, % at 10 µM | hit rate 0.22% among 360,000;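 active = activation of at least 8% versus controls, or a plate z-score of at least 8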;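 also: Pro5 are CHO cells carrying HIG-tagged alpha-DG that lacks glycosylation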
m5-HT2A agonist = activates the mouse 5-HT2A serotonin receptor | AID 624169 | CHO-K1 mHTR2A beta-arrestin complementation, luminescence; percent of 30 µM serotonin response | hit rate 0.66% among 360,000 | activation, % at 7.6 µM | P35363;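 active = activation above a run cutoff, the mean activation of all tested compounds plus 3 SD, cut at about 14% in these data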;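 also: 0% = plate median of compound wells and 100% = 30 µM serotonin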
Target sequence (P35363 whole entry, looked up): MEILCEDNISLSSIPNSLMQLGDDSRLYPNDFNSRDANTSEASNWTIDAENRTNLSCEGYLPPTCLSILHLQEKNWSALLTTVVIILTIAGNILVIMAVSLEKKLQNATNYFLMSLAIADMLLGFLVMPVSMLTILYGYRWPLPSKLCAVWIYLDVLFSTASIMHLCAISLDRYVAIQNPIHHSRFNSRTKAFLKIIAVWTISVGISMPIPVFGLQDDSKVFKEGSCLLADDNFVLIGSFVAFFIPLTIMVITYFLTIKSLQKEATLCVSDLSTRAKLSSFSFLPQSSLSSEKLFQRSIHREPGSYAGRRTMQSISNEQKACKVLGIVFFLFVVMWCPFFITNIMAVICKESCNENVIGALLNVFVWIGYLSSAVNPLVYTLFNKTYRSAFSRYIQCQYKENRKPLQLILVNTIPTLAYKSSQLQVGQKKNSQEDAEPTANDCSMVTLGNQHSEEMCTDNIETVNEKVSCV
hiPSC survival = increases survival of single human iPS cells; hit rate 0.044% among 360,000; survival enhancement, % at 20 µM; AID 602274; hiPSC single-cell survival, ATPlite luminescence; 100% = ROCK inhibitor wells, 0% = DMSO; in the data active = survival enhancement above about 18%;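 also: cells exposed to compounds for 16 hours before the ATP read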
ABCB6 inh 2 = inhibitors of human ABC transporter ABCB6; Q9NP58; K562-ABCB6 porphyrin accumulation, flow cytometry, 1 h; hits give low values; fluorescence ratio to DMSO, % at 10 µM; hit rate 0.19% among 360,000;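 active = fluorescence ratio to DMSO below 75%, the collection mean minus 3 SD; inconclusive = too few cells collected in the well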;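 also: signal is porphyrin accumulated inside mitochondria; 100% equals median channel fluorescence of DMSO control wells; lower ratio means ABCB6 inhibition with less porphyrin fluorescence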
Granule exo inh = lytic granule exocytosis inhibition | inhibition, % at 10 µM | hit rate 0.66% among 360,000 | TALL-104 LAMP-1 surface exposure, flow cytometry; cells stimulated with thapsigargin and PMA;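 active = inhibition above about 55%, limit read from the data; inconclusive = no clear call, values can overlap the other calls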
Glyco luc inh = blocks N-linked glycosylation in D54 reporter cells | AID 588692 | hit rate 0.23% among 360,000 | reporter increase, % at 12.5 µM | D54 ERlucT glycosylation luciferase reporter, 24 h; percent of 100 nM tunicamycin response;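 active = mean luciferase reporter signal, scaled so untreated is 0 and the glycosylation-blocking control 100, at or above a set limit in every replicate; inconclusive = mean reaches the limit but not every replicate does; inactive = mean below the limit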;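 also: luciferase carries N-glycosylation sites so blocking glycosylation raises the light; 0% = median of neutral control wells and 100% = median of 100 nM tunicamycin wells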
CaV13 ICDI inh = Primary screen for inhibitors of IQ motif and Ca2+-dependent inactivation inhibitor domain binding in CACNA1D, Förster resonance energy transfer in living cells, …; HEK cells, CFP/YFP FRET ICDI-IQ, plate reader, 10 min; percent FRET-ratio fall versus neutral wells; inhibition, % at 12.3 µM; hit rate 0.098% among 340,000;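 active = mean replicate inhibition of at least 30% and at least 1% of replicates passing that level; inconclusive = only one of the two criteria is met; inactive = neither criterion is met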;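 also: 0% = median of the neutral control wells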
PDI turbidity = PDI (human) enzyme inhibition; PDI insulin aggregation turbidity, A650, 90 min; hit rate 0.052% among 350,000; AID 588391; P07237; inhibition, % at 10 µM;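 active = mean inhibition across replicates of 30% or more, whatever share of single replicates reach that level; inconclusive = mean inhibition below 30% while every single replicate reaches 30%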;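 also: absorbance from insulin aggregation driven by PDI reduction with DTT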
Target sequence (P07237 whole entry, looked up): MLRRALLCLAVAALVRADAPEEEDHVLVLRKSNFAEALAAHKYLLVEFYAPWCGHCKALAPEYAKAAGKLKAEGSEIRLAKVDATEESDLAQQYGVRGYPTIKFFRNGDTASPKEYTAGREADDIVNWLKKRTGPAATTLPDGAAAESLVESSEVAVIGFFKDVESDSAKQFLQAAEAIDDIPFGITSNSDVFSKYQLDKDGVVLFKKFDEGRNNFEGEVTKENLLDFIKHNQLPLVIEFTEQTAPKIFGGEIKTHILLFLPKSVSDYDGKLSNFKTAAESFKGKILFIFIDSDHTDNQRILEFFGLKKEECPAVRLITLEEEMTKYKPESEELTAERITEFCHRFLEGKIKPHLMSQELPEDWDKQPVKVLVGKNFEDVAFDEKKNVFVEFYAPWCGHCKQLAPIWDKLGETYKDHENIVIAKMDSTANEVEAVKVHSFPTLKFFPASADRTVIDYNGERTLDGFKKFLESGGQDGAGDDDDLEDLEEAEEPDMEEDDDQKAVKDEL
Cardio protect = myocardial damage modulation in H9c2 cells; hit rate 0.63% among 360,000; H9c2 cardiomyocytes, H2O2 injury protection, ATPLite, 2 h; protection from H2O2 cell death, % at 20 µM;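 active = compounds giving at least 50% protection of heart cells from peroxide-induced death in the single-dose screen, raw or plate-pattern-corrected value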;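 also: 0% = DMSO wells with peroxide and 100% = DMSO wells without peroxide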
Vif imaging = inhibitors of HIV Vif | inhibition, % at 7.49 µM | hit rate 0.35% among 340,000 | HEK293T cells, Vif self-association by quenched fluorescence, imaging, 24 h | AID 602346; in the data active = inhibition above about 50%, passing the limit was not always enough; inconclusive = no clear call, values can overlap the other calls; inactive = below about 31%; also: some results filed as inactive read as strong as hits
* hit, by the source's call; ? = inconclusive; · = no result given; & = joins results of further samples. Hits appear at their usual frequency. Share with any hit: about 3.1%.

canonical_smiles | Vif imaging | Granule exo inh | Cardio protect | CaV13 ICDI inh | aDG glyco up | PDI turbidity | hiPSC survival | Glyco luc inh | m5-HT2A agonist | ABCB6 inh 2
CC1(c2ccc(OC(F)F)cc2)NC(=O)N(CC(=O)Nc2ccc(OC(F)F)cc2)C1=O (centres undefined) | -4.6 | -10.8 | -3.2 | -3.0 | -0.1 | 8.7 | 0.8 | 2.3 | 3.3 | 97.0
O=[N+]([O-])c1cnccc1NC1CCCCC1 | -8.6 | 0.1 | 6.4 | -21.9 | 0.2 | 4.8 | 0.3 | 0.0 | 3.2 | 101.0
CCCOc1ccc(CC(=O)N/N=C\c2ccc(F)cc2)cc1 | 0.2 | -4.5 | -14.8 | -20.0 | 0.2 | -6.1 | -0.3 | -1.5 | -1.3 | 96.0
Cc1ccc(/C=N/NC(=O)C(O)c2ccccc2)o1 (centres undefined) | 6.2 | 2.0 | -2.3 | -1.3 | 0.1 | -5.7 | -0.8 | 0.7 | 0.3 | 103.0
COc1ccc(COc2ccsc2C(=O)Nc2ccc(Cl)cc2)cc1 | -2.9 | -2.7 | -7.9 | -3.9 | 0.3 | 2.9 | -1.7 | 0.9 | -1.4 | 99.0
c1ccc(Cc2nnc3sc(-c4ccc5c(c4)OCCO5)nn23)cc1 | -22.5 | -4.6 | -6.8 | -11.8 | 0.0 | · | -2.3 | -4.3 | -7.6 | 102.0
Cc1cc(C)c2cc(CN(Cc3ccco3)C(=S)NCC3CCCO3)c(=O)[nH]c2c1 (centres undefined) | 2.3 | -2.8 | -9.5 | -13.9 | -0.2 | 3.0 | 3.7 | -1.4 | 7.2 | 96.0
CC(C)(C)OC(=O)N1CC=C2C(C#N)=C(N)C(C#N)(C#N)[C@H](c3cccnc3)[C@H]2C1 | 25.0 | -1.6 | 6.0 | -4.1 | -0.1 | 1.2 | -0.4 | 7.4 | 2.1 | 97.0
C[C@@H]1CN([C@H](C)CO)C(=O)c2cc(Br)cnc2O[C@@H]1CN(C)C(=O)c1ccccc1 | -5.2 | -1.5 | -1.2 | -4.6 | -0.2 | 2.4 | -1.6 | 1.1 | 3.8 | 105.0
COc1ccc(S(=O)(=O)NCc2cccnc2)cc1Br | -2.4 | -4.7 | -12.7 | -9.4 | 1.4 | -7.1 | -0.3 | -1.2 | 1.6 | 87.0
O=C(NCCN1CCOCC1)c1ccc2ccccc2c1 | 6.4 | 1.3 | 3.9 | · | -0.4 | -6.5 | 1.5 | 0.9 | 1.2 | 107.0
Cc1ccc(OCCn2cc(/C=C(\C#N)C(=O)NCC3CCCO3)c3ccccc32)cc1 (centres undefined) | -5.9 | 5.8 | 11.2 | -3.8 | -0.2 | 0.7 | 1.7 | -2.4 | -3.4 | 84.0
CCc1ccc(NC(=O)CSc2nc3c(c(=O)n(C)c(=O)n3C)n2C)cc1 | -9.0 | -1.7 | -10.4 | -4.7 | 0.3 | · | -0.9 | 0.0 | 0.3 | 97.0
O=C(Nc1nc(-c2ccccc2)cs1)c1cccc(S(=O)(=O)N2CCN(Cc3ccccc3)CC2)c1 | -43.8 | -1.3 | -18.7 | -3.8 | -0.2 | 3.0 | 2.2 | -2.8 | -5.1 | 93.0
Cc1ccc(S(=O)(=O)N2[C@@H](Cc3ccccc3)CO[C@H]2CC(=O)OCc2ccccc2)cc1 | · | -2.2 | · | -6.2 | 0.2 | · | · | · | -4.1 | ·
CC(C)CNC(=O)COC(=O)c1ccc(Cl)c(S(=O)(=O)N2CCc3ccccc32)c1 | · | -2.5 | -3.7 | -4.2 | 0.2 | -0.8 | 0.9 | 2.3 | 2.2 | 95.0
COc1ccccc1C(C)NC(=O)C1CCN(S(=O)(=O)c2cccs2)CC1 (centres undefined) | -4.2 | -19.0 | -8.6 | -4.5 | -0.2 | 4.8 | -1.6 | 1.3 | -1.0 | 98.0
CCCCCCSc1cc(-c2nc3ccc(Cl)cn3c2NC2CCCCC2)ccc1OC | 0.7 | 0.8 | -11.4 | -5.2 | 0.5 | -1.9 | 0.8 | -7.0 | 0.6 | 107.0
OCC1=C[C@@H](O)[C@@H]2C=CO[C@@H](O[C@@H]3O[C@H](CO)[C@@H](O)[C@H](O)[C@H]3O)[C@H]12 | -2.4 | -0.1 | 4.0 | -4.6 | -0.1 | -12.9 | -1.9 | 1.4 | 10.1 | 107.0
CCOC(=O)C(=O)N/N=C/c1cccc(Br)c1 | -1.2 | -4.7 | -2.8 | 1.7 | -0.1 | -2.8 | 0.1 | -0.1 | -1.2 | 102.0
O=C(Nc1ncccc1Cl)c1cccc(F)c1 | ? | -8.3 | 1.9 | -3.4 | -0.2 | -11.1 | 4.1 | -0.4 | 1.2 | 99.0
COC(=O)[C@@H]1CCCN1Cc1nc(Cc2ccc(OC)c(OC)c2)no1 | 9.1 | -0.9 | 8.7 | -6.6 | -0.4 | 8.1 | 0.4 | 3.5 | -0.2 | 101.0
CC(=O)Nc1ccc(/C(C)=N/NC(=O)c2ccc(F)cc2)cc1 | 8.4 | -1.0 | -3.5 | -3.2 | 0.0 | -1.2 | 1.7 | 0.5 | -2.2 | 97.0
COc1cc(CN2C[C@@H](CO)O[C@@H](n3cnc4c(N(C)C)ncnc43)C2)cc(OC)c1OC | -11.6 | -5.5 | 4.0 | -4.3 | -0.1 | 15.0 | 2.0 | 0.1 | 0.5 | 95.0
Cn1nc(C(=O)NNC(=O)c2ccc(Cl)cc2)ccc1=O | -5.7 | -0.6 | 1.4 | -6.0 | 0.2 | -0.9 | -0.3 | 0.8 | 13.6 | 98.0
CCN(CC)Cc1cc(Nc2ccnc3cc(Cl)ccc23)ccc1O | -2.2&-4.0 | 27.3&22.3 | 4.0&4.6 | -4.6&-4.2 | 0.8&1.0 | -10.0&2.7 | -2.8&-2.8 | 16.0&6.9 | 3.0&-6.0 | 104.0&98.0
NNC(=S)Nc1ccc(Cl)cc1 | 19.5 | 5.3 | 4.3 | -2.0 | -0.1 | 23.2 | -0.2 | 0.3 | 1.2 | 102.0
O=c1oc2ccccc2n1Cc1ccccc1Cl | 0.3 | -7.5 | 0.2 | -5.1 | 4.1 | · | 1.6 | -0.3 | 0.2 | 97.0
O=C(CCc1ccc(S(=O)(=O)N2CCOCC2)cc1)N/N=C/c1cccc(O)c1 | · | -4.5 | -5.8 | -3.1 | 0.0 | -0.5 | 2.1 | 2.5 | -1.7 | 95.0
COc1ccc(-c2nc(CN(CC3CCC(=O)N3)C(C)C)c(C)o2)c(C)c1C (centres undefined) | -3.1 | -5.5 | -11.0 | -5.9 | 0.4 | 3.0 | -1.5 | -0.9 | -3.5 | 105.0
Cc1ccc(S(=O)(=O)N(CC(=O)Nc2ccccc2C(=O)O)c2ccc(Cl)cc2)cc1 | · | 4.9 | -2.8 | 1.6 | 0.0 | -0.7 | -0.3 | -0.3 | 4.7 | 102.0
CCNS(=O)(=O)c1ccc(NC(=O)c2cccnc2)cc1 | · | -2.1 | 0.6 | -4.3 | 16.8* | -1.6 | 0.1 | 1.7 | 1.4 | 96.0
CC(=O)N/N=C(\C)CC(=O)Nc1cccc2c1CCCC2 | 4.8 | -3.6 | 6.0 | -5.6 | -0.3 | 2.2 | 3.8 | 2.4 | 1.0 | 94.0
CCOC(=O)C1(CCCc2ccccc2)CCN(C(=O)CCOC)CC1 | · | -1.2 | -4.4 | -4.3 | 0.1 | 5.3 | 1.0 | -3.7 | -1.8 | 98.0
O=C(NC1CC1)C1CC(=O)N(c2ccc(F)cc2)C1 (centres undefined) | 19.4 | 12.5 | -4.4 | -2.6 | -0.1 | -1.4 | -0.4 | -0.9 | -0.6 | 96.0
CCCCCc1ccc2cc(C#N)ccc2n1 | 8.9 | 1.8 | 0.4 | -11.7 | -0.2 | · | -0.3 | 0.7 | -0.5 | 102.0
Cc1cc(C)c2cc(C(O)c3nnnn3Cc3ccccc3)c(=O)[nH]c2c1 (centres undefined) | -0.5 | -2.2 | 0.1 | -4.7 | -0.2 | -2.6 | 1.6 | 1.7 | -1.2 | 103.0
CCOc1cc(NC(=O)c2ccccn2)c(OCC)cc1NC(=O)c1ccc(Cl)cc1 | -4.2 | 2.4 | 0.4 | -4.9 | 0.0 | 4.7 | 0.0 | -5.2 | 2.6 | 98.0
O=C(Cc1ccccc1)N/N=C/c1ccc(S(=O)(=O)O)o1 | 3.5 | -8.9 | 0.9 | -5.0 | 0.0 | 4.5 | 0.7 | 2.3 | -4.1 | 101.0
CCN(CC(=O)Nc1ccccc1OC)C(=O)C1CC2C=CC1C2 (centres undefined) | -2.6 | -8.3 | 1.4 | -5.4 | 0.2 | -0.9 | -2.1 | -0.9 | 0.5 | 98.0
COc1ccc(Br)c(C(=O)NCC2CCCCC2)c1 | 9.2 | 7.7 | 0.8 | -5.6 | 0.1 | -22.4 | -0.5 | -4.4 | -6.3 | 91.0
COCCCNC(=O)C1CCN(c2nc(C)cc(C)n2)CC1 | -0.6 | 1.5 | 8.1 | -8.2 | 0.0 | 1.3 | 0.0 | 1.6 | 3.0 | 99.0
O=C1c2cccc3cccc(c23)C(=O)N1CC1CCCO1 (centres undefined) | -9.3 | -1.1 | 8.1 | -5.6 | -0.3 | -0.3 | -0.8 | 0.2 | 0.3 | 102.0
O=C(Cn1cnc2ccccc21)N1CCc2ccccc21 | -2.4 | -8.1 | 2.5 | 7.0 | 0.3 | -3.6 | -1.1 | -1.8 | -3.1 | 99.0
COC1OC2COC(c3ccccc3)OC2C(OC(C)=O)C1OC(C)=O (centres undefined) | 8.4 | -3.7 | -3.9 | -6.5 | 0.0 | 5.5 | -1.6 | 1.9 | 6.3 | 92.0
CCc1nc2sc3c(c2c(=O)n1N)CC(C)(C)OC3 | -9.3 | 2.7 | 1.8 | -10.0 | -0.3 | 1.4 | -2.3 | 4.9 | -0.1 | 91.0
O=C(c1cccc(S(=O)(=O)N2CCOCC2)c1)N(CCO)Cc1ccccc1 | 14.1 | 2.9 | -0.6 | -3.4 | 0.1 | -3.6 | -2.1 | -3.0 | 1.0 | 99.0
CCc1cc2c(SCC(=O)Nc3cc(C)on3)ncnc2s1 | -0.6 | -0.5 | 4.3 | -2.1 | -0.1 | -0.3 | -0.3 | -0.9 | -1.8 | 96.0
COc1ccccc1/C=C/CN1CCN(c2ccccc2)CC1 | -0.8 | -0.6 | -5.0 | -5.2 | -0.2 | 7.5 | -0.7 | -0.2 | 6.8 | 99.0
CCOC(=O)c1sc(NC(=O)c2ccc(S(=O)(=O)N(C)C)cc2)nc1C | 2.3 | -0.7 | 10.5 | -1.5 | -0.7 | -4.2 | 5.6 | -0.3 | -4.7 | 93.0
